High-throughput results (PubChem)
GSK3 alpha inh – inhibitors of human GSK-3 alpha kinase | ADP-Glo luminescence, 60 min | P49840 | inhibition, % at 10 µM | 320,000 tested, 0.1% active;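 in the data active means inhibition above about 50%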;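 further: GST-tagged GSK-3 alpha with peptide substrate and 25 µM ATP; 0% = DMSO neutral wells and 100% = GW8510 positive control wells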
KCNK3 block – human KCNK3 channel inhibition, primary screen. O14649. CHO-KCNK3 thallium flux, FluxOR fluorescence; hits give low values. B-score at 10 µM. 340,000 tested, 0.84% active;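 active means B-score under library mean minus 4 SD, starting fluorescence ratio at most library mean plus 5 SD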;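 further: more negative B-score means stronger inhibition of thallium flux through KCNK3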
Target sequence (O14649 whole entry, looked up): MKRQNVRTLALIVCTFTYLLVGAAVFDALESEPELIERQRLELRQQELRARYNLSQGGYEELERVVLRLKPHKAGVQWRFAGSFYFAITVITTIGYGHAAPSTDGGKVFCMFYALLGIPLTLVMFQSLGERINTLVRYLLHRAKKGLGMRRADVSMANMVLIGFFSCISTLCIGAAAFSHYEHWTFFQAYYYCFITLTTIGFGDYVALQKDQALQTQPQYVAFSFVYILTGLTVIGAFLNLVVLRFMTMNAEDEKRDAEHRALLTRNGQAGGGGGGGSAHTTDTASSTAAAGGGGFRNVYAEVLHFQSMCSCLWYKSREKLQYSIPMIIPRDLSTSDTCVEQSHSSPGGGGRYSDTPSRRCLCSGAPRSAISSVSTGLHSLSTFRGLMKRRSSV
KCNQ1 block – human KCNQ1 channel inhibition | CHO-K1 KCNQ1, FluxOR thallium flux fluorescence; hits give high values | B-score at 10 µM | 310,000 tested, 1.3% active;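 active means compounds whose thallium flux B-score, printed positive for inhibition, exceeds three library SD while starting fluorescence stays within three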;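 further: channel opened by potassium depolarization with thallium stimulus after 20 min compound exposure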
KCNK9 inh – blocks the human KCNK9 two-pore domain potassium channel. Q9NPC2. 310,000 tested, 1.2% active. AID 488922. B-score at 10 µM. HEK293 KCNK9, FluxOR thallium flux fluorescence; hits give low values;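 active means ratio B-score over 3 SD below the library mean, with starting fluorescence within 5 SD of its mean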;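 further: negative B-score means less thallium flux so channel inhibition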
Target sequence (Q9NPC2 whole entry, looked up, the tested form may be a part): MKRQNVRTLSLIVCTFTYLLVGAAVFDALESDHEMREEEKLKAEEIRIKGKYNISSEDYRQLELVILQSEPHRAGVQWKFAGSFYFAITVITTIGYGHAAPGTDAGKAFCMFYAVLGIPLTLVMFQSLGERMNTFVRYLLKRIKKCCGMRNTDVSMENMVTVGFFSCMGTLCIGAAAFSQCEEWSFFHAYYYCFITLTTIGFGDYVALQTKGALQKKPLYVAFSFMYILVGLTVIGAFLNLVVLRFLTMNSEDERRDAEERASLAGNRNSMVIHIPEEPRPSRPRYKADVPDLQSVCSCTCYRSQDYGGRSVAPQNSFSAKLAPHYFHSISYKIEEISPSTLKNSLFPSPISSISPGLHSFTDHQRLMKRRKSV
KCNQ1 act – potentiates or activates the human KCNQ1 potassium channel; P51787; CHO-K1 KCNQ1, thallium flux FluxOR fluorescence; hits give high values; B-score at 10 µM; 310,000 tested, 0.35% active; AID 2648;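 active means fluorescence ratio B-score, a plate-corrected score, at least three library SD, with initial intensity B-score within 5 SD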
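Medium – assay buffer, equal DMSO in all wells · Material – CHO-K1 cell line with stable KCNQ1 potassium channel expression · Signal – kinetic FluxOR thallium fluorescence, 10-s 1-Hz baseline, 110-s post-stimulus read · Compound – single concentration per compound, DMSO matched to controls · Schedule – 37 °C overnight plating, 90-min dark dye load, 20-min compound pretreatment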
PolyA inhibitor – blocks polyadenylation in yeast reporter cells; 300,000 tested, 0.02% active; AID 1875; calls only at 12 µM; S. cerevisiae SKY197-pL101 polyadenylation reporter, beta-gal luminescence; efflux-impaired pdr1/pdr3 knockout yeast; score 100 = 6 SD above DMSO;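 active means lowest replicate activity score at least 50, where 100 means six control SD above control mean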;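 further: yeast exposed to compound for 9 h at 30 °C; higher score means more reporter readthrough which indicates perturbed polyadenylation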
HDAC3 inh – inhibitors of human histone deacetylase 3; O15379; recombinant HDAC3, fluorogenic peptide/trypsin coupled, fluorescence; inhibition, % at 8.3 µM; 320,000 tested, 0.15% active; AID 2718; in the data active means inhibition above about 26%, passing the limit was not always enough
Dyrk1A ADPGlo – Dyrk1A (rat) kinase inhibition; Q63470; ADP-Glo luminescence, NFATc1 peptide; inhibition, % at 12.5 µM; 310,000 tested, 0.43% active; AID 504441; in the data active means inhibition above about 50%;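 further: plate controls were vehicle with enzyme for no effect and no enzyme for full effect; many of its hits are not listed in these tables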
GSK3B inh – human GSK3beta kinase inhibition; P49841; GST-GSK3beta kinase, ADP-Glo luminescence, 60 min; hits give low values; activity score (negative = inhibition), % at 10 µM; 300,000 tested, 0.038% active;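 active means more than half of replicate wells score below -50%, meaning over 50% inhibition versus plate controls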;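 further: 0% = median DMSO wells and -100% = median GW8510 positive control wells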
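Assay system: GST-fused GSK3beta enzyme, cell-free / Medium: Tris pH 7.5 buffer with MgCl2, DTT, BSA, heparin / Also added: peptide substrate plus 25 µM ATP (final) / Compound: 10 µM single point / Timing: kinase reaction with compound 60 min at room temperature / Detection: ADP-Glo luminescence / Benchmarks: DMSO neutral wells and GW8510 at 20 µM as positive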
hERG protect – hERG (human) protection from proarrhythmic block | AID 1511 | activation (rescue from dofetilide block), less the hit threshold, % at 10 µM | CHO-hERG, FluxOR thallium flux, dofetilide IC70 present | 310,000 tested, 0.51% active;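 active means activation above the mean of controls blocked by dofetilide plus 5 SD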;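 further: thallium influx through hERG after potassium depolarization seen as dye fluorescence rise; in these data hits start at about 4.7%; inactives centre near -7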
RGS4 pot – potentiators or activators of RGS4; B-score at 10 µM; AID 463111; HEK293 M3R/inducible RGS4, carbachol calcium flux Fluo4; hits give low values; 310,000 tested, 0.92% active;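 active means B-score of the integrated calcium signal more than 4 SD below the library mean, with starting fluorescence not abnormally high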;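 further: negative B-score means reduced calcium response which marks RGS4 activation or potentiation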
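Test system: HEK293 cells with stable M3R and inducible RGS4; also added: carbachol at ECmax as muscarinic agonist stimulus; schedule: dye loading 30 min 37 °C, buffer rest 30 min RT; technique: kinetic calcium fluorescence imaging with Fluo4-AM dye, 2 µM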
* hit, by the source's call; i = inactive; x = not tested or not shown; & = joins results of further samples. A portion of the library; count on the stated rates, not on these rows.

SMILES	GSK3 alpha inh	KCNK3 block	KCNQ1 block	KCNK9 inh	KCNQ1 act	PolyA inhibitor	HDAC3 inh	Dyrk1A ADPGlo	GSK3B inh	hERG protect	RGS4 pot
O=C(NCc1ccccn1)c1ccc(CNS(=O)(=O)c2ccc(F)cc2)cc1	7	i	i	i	i	i	0	-1	5	-5	i
O=C(C[C@H]1C(=O)N(Cc2ccccc2)C[C@@H]1Cc1ccccc1)Nc1ccccc1	-6	i	i	i	i	i	-8	0	2	-7	i
O=C(O)CC(NC(=O)OCc1ccccc1)c1ccc(Br)cc1 (centres undefined)	-2	i	i	i	i	i	-9	-2	3	-7	i
COc1cccc(N2CC(=O)Nc3c(oc4nc(-c5ccccc5)cc(C)c34)C2=O)c1	0	i	i	i	i	i	6	1	4	-10	i
Cc1nc(N)nc(Nc2ccc(C#N)cc2)c1Br	0	i	i	i	i	i	3	-5	0	-9	i
CCOC(=O)C1CCCN(C(=O)c2ccc3oc(CCc4ccccc4)nc3c2)C1 (centres undefined)	-2	i	i	i	i	i	4	-6	1	-9	i
Cc1ccc(CN2CCN(c3ncccn3)CC2)c(C)c1	-5	i	i	i	i	i	1	12	7	-4	i
Cc1cc(NC(=O)CCN2C(=O)C3C4CCC(C4)C3C2=O)c(C)cc1Br (centres undefined)	0	i	i	i	i	i	-2	-1	2	-7	i
CCc1noc(C)c1C(=O)N1CCN(S(=O)(=O)c2ccc(Br)cc2Cl)CC1	-6	i	i	i	i	i	2	4	-3	-17	i
Cc1ccc(NC(=O)c2cc([N+](=O)[O-])ccc2N2CCOCC2)cc1S(=O)(=O)N(C)C	-2	i	i	i	i	i	x	2	3	-9	i
COc1ccc(CC(NC(C)=O)C(=O)N2CCN(C(=O)Nc3cccc(Cl)c3)CC2)cc1OC (centres undefined)	-6	i	i	i	i	i	1	5	-1	-11	i
CCc1ccc(N/C(N)=N/c2nc(CSc3ncccn3)cc(=O)[nH]2)cc1	-1	i	i	i	i	i	-10	-1	2	-4	i
O=C(Cc1cccs1)NNC(=S)NC(=O)c1ccc(F)c(F)c1	0	i	i	i	i	i	2	-3	2	-8	i
O=S(=O)(NCCS(=O)(=O)N1CCN(c2ccccc2)CC1)c1ccccc1	-1	i	i	i	i	i	-4	8	2	-7	i
CN1CCOc2cc(S(=O)(=O)Nc3ccc(F)cc3)ccc21	0	i	i	i	i	i	-2	3	-23	-14	i
COc1ccc(-c2nn(-c3ccccc3)cc2/C=C(\C#N)C(N)=O)cc1[N+](=O)[O-]	7	i	i	i	i	i	-1	19	1	-6	i
COCCn1c(SCC(=O)N(C)C2CCS(=O)(=O)C2)nc2ccccc2c1=O (centres undefined)	-1	i	i	i	i	i	12	1	-3	-9	i
COc1cccc(NC(=O)CSc2nc3ccccc3c(=O)n2CCCC(=O)N2CCCC2)c1	-2	i	i	i	i	i	12	8	-1	-10	i
O=C(c1ccc(S(=O)(=O)N2CCC(c3nc4ccccc4s3)CC2)cc1)N1CCOCC1	-1	i	i	i	i	i	2	3	4	-4	i
COCCCNC(=O)CCC(=O)Nc1ccc2nc(N3CCOCC3)cc(C)c2c1	-3	i	i	i	i	i	-28	-1	-2	-3	i
Cc1ccc(NC(=O)/C(=C\c2cccnc2)NC(=O)c2ccccc2)cc1	-1	i	i	i	i	i	-6	-1	2	2	i
Cc1ccc(C(=O)CC(Nc2ccc(F)cc2)c2ccccc2)cc1 (centres undefined)	x	i	i	i	i	i	x	2	-2	-12	i
Cc1ccc(-c2nnc(SCC#N)n2N)cc1	0	i	i	i	i	i	-1	x	-2	-5	i
CCOC(=O)c1cc(NC(=O)N2CCOCC2)c(C)nc1C	-1	i	i	i	i	i	-3	-2	-1	-11	i
N#C/C(=C/c1ccc(-c2cc([N+](=O)[O-])ccc2Cl)o1)C(N)=O	-1	i	i	i	i	i	10	11	4	-10	i

Continued:
SMILES	GSK3 alpha inh	KCNK3 block	KCNQ1 block	KCNK9 inh	KCNQ1 act	PolyA inhibitor	HDAC3 inh	Dyrk1A ADPGlo	GSK3B inh	hERG protect	RGS4 pot
CSc1nsc(SCC(=O)Nc2cccc(C(C)=O)c2)n1	0	i	i	i	i	i	-6	7	-3	-10	i
Cc1nnc(SCc2cc([N+](=O)[O-])cc3c2OCOC3)[nH]c1=O	2	i	i	i	i	i	1	-3	0	-5	i
Cc1ccc(C(=O)N[C@H](C(=O)N2CCN(c3ccccc3F)CC2)C(C)C)cc1	1	i	i	i	i	i	-2	-4	-1	-9	i
O=C(COC(=O)c1cc(-c2ccc(F)cc2)nc2ccccc12)NCC1CCCO1 (centres undefined)	-4	i	i	i	i	i	-1	1	3	-15	i
COc1ccc(CNC(C)C(=O)Nc2ccc3ccccc3c2)cc1OC (centres undefined)	-8	i	i	i	i	i	14	2	0	-8	i
O=C(NCc1ccc(OC(F)(F)F)cc1)c1cc(-c2ccccc2)nn1CC1CC(c2cccnc2)=NO1 (centres undefined)	-1	i	i	i	i	i	11	-3	2	-7	i
O=C(CCc1nnc(CCc2ccccc2)o1)N1CCCC1c1nccs1 (centres undefined)	-4	i	i	i	i	i	0	-1	-2	-15	i
CCC(C)NC(=O)CSc1nc2ccsc2c(=O)n1-c1ccc(OC)cc1 (centres undefined)	-1	i	i	i	i	i	7	1	-2	-6	i
N#Cc1cnc(SCC(=O)Nc2ccccc2C(F)(F)F)nc1N	-2	i	i	i	i	i	2	8	0	-7	i
CCC(=O)N(CCO)Cc1cc2ccc(C)c(C)c2[nH]c1=O	-1	i	i	i	i	i	-6	1	2	-5	i
O=C(CCCc1ccccc1)Nc1ccnn1C1CCN(Cc2ccccn2)CC1	6	i	i	i	i	i	0	3	1	-9	i
O=C(NC1CCCCC1)NC1CCN(CC(=O)N2CCOCC2)CC1	-3	i	i	i	i	i	-7	-8	0	-3	i
NC(=O)c1ccsc1NC(=O)CN1C(=O)C2CC=CCC2C1=O (centres undefined)	18	i	i	i	i	i	-4	17	-7	-8	i
CCc1cccc(C)c1NC(=O)CN(C)Cc1ccccc1F	-2	i	i	i	i	x	3	-2	4	-4	i
CC(=O)OCCCN(C)CC/C=C1/c2ccccc2CSc2ccccc21	1	i	i	i	i	i	x	0	-4	-11	-7.9*
C/C(N)=C(/C#N)C(=O)COC(=O)CCSc1ccccc1	0	i	i	i	i	i	9	-4&-7	5	-11	i
CC1CCCCN1Cc1c(O)ccc2c(=O)c(-c3ccccc3)coc12 (centres undefined)	-2	i	i	i	i	i	-16	-1	-2	-3	i
CC(C(=O)Nc1ccccc1Br)N1c2cccc3cccc(c23)S1(=O)=O (centres undefined)	-1	i	i	i	i	i	5	1	-6	-4	i
Cc1cccc(C)c1NC(=O)CCCSc1nnc(-c2ccco2)n1-c1ccccc1	-3	i	i	i	i	i	0	6	4	-11	i
CC(C)CC1(C(=O)NCCc2c[nH]c3ccccc23)C=CCN1C(=O)c1ccccc1 (centres undefined)	2	i	i	i	i	i	1	0	-4	-8	i
O=C(CNS(=O)(=O)c1c(F)cc(F)cc1Br)OCC(=O)N1CCCC1=O	-1	i	i	i	i	i	1	-7	-2	-8	i
CC1CCN=C(N)S1 (centres undefined)	-3	i	i	i	i	i	-3	10	1	-3	i
Cc1ccc(C)c(S(=O)(=O)c2c[nH]c(=S)[nH]c2=O)c1	-16	i	i	i	i	i	1	0	-1	-3	i
Cc1[nH]n(-c2ccccc2)c(=O)c1N=Nc1ccc(F)cc1	0	i	i	i	i	i	-5	-4	2	-4	i
COc1ccc(OC)c(N2CC(O)=C(c3nc4ccccc4s3)C2=N)c1	-1	i	i	-6.6*	i	i	0	2	0	-12	i

Next entries follow:
SMILES	GSK3 alpha inh	KCNK3 block	KCNQ1 block	KCNK9 inh	KCNQ1 act	PolyA inhibitor	HDAC3 inh	Dyrk1A ADPGlo	GSK3B inh	hERG protect	RGS4 pot
Cc1cccc(C)c1OCC(=O)N1CC2(C)CC1CC(C)(C)C2 (centres undefined)	1	i	i	i	i	i	-3	0	-1	-4	i
CCOC(=O)Cn1nnnc1C(CC)N(Cc1cccs1)Cc1cc2cc(C)ccc2[nH]c1=O (centres undefined)	-1	i	i	i	i	i	-3	0	4	-5	i
CCC(C)(C)NC(=O)CN(Cc1ccccc1)C(=O)CCC(=O)Nc1nccs1	5	i	i	i	i	i	2	x	-1	-14	i
COc1ccc(-n2nnnc2SCC(=O)Nc2cc(OC)c([N+](=O)[O-])cc2C)cc1	-3	i	i	i	i	i	14	13	-2	-4	i
COc1ccc(/C(C)=N\NC(=O)c2ccc(-c3ccccc3)cc2)c(F)c1	-1	i	i	i	i	i	-3	-2	-9	-7	i
O=C(CCn1c(=S)oc2ccccc21)Nc1ccccc1F	-1	i	i	i	i	i	0	2	-25	-9	i
Cc1noc(C)c1S(=O)(=O)N1CCN(c2ccc(Cl)cc2)CC1	-6	i	i	i	i	i	2	-4	4	-3	i
COc1ccc(NC(=O)C2CC(c3ccc(Cl)cc3)=NO2)cc1 (centres undefined)	1	i	i	i	i	i	-2	7	x	-8	i
CC(=O)N/C(=C\c1ccccc1)C(=O)OC/C=C/c1ccccc1	-1	i	i	i	i	i	-1	x	0	-6	i
Cc1onc(-c2ccccc2Cl)c1C(=O)Nc1nnc(-c2cccc([N+](=O)[O-])c2)s1	0	i	11*	i	i	i	7	10	1	-17	i
O=C1CC(c2ccccc2)CC(O)=C1C=NCCN1CCN(C(=S)Nc2cccc(Cl)c2)CC1 (centres undefined)	1	i	i	i	i	i	-1	-4	-3	-9	i
Fc1ccc(-c2nnc(-n3nnc4ccccc43)c3ccccc23)cc1	-1	i	i	i	i	i	-4	-3	-1	-12	i
NC(N)=NS(=O)(=O)c1ccc(NC(=S)NC(=O)/C=C/c2ccco2)cc1	x	i	i	i	i	i	x	-12	0	-6	i
Cc1cc(C(=O)C(C)OC(=O)c2ccc(NC(=O)CC#N)cc2)c(C)n1-c1ccccc1 (centres undefined)	-1	i	i	i	i	i	x	x	-2	-12	i
